Source: PubChem
TRPV1 ag – human TRPV1 agonism. actives 0.19% (n = 320,000). TRPV1-expressing cells, Fluo-8 calcium influx, agonist mode. Q8NER1. AID 540275. activation, % at 8.33 µM; in the data active = activation above about 80%; inconclusive = between about 30% and that limit; note: 0% is about no effect
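Fluo-8 calcium influx in TRPV1-expressing cells, kinetic read (ex 480/em 520 nm). Compound added and read 3 min for agonist activity, followed by capsaicin at EC20 final and 2 min further read for enhancement.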
FBPA coupling cs – inhibits coupling enzyme system, counter-screen for aldolase hits. coupling enzyme system counterscreen, AmpLite Red fluorescence. activity change, negative = inhibition, % at 58.2 µM, hits read low. actives 0.67% (n = 290,000). AID 2472; in the data active = activity change below about -30%; note: % is set by controls: 0 for no effect and ±100 for the full control effect
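Final compound at 57.5 uM, incubated 10 min at RT with coupling enzyme reagent (glyceraldehyde-3-phosphate), then 20 min with substrate and AmpLite Red detection. Fluorescence read at 525/598 nm; tests interference with the coupling assay, not aldolase inhibition.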
a7 integrin act – activators of alpha7 integrin expression for muscular dystrophy. actives 0.064% (n = 350,000). Potency, µM (top dose mostly 38.3 µM), inactives show top-dose activation, hits mostly activators. alpha7betagal myoblasts, beta-gal FDG fluorescence, 48 h. AID 624291;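 note: potency is the fitted concentration of half-maximal effect; 100% = response of the positive control SU9516; nearly all actives have a fitted effect of over 60% in size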
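Alpha7betagal+/- myoblasts (passage 13) were plated 16-24 hr, then exposed to compounds (1:260 dilution of DMSO stock) for 48 hours at 37C. After MPER lysis, β-galactosidase reporter activity was read as FDG fluorescence (ex 480/em 540) after 30 minutes.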
S-ASM inh – blocks human secretory acid sphingomyelinase | placental ASM, HMU-PC fluorogenic substrate, 60 min | actives 0.006% (n = 340,000) | P17405 | AID 504937 | Potency, µM (top dose mostly 57.5 µM), inactives show at the highest dose activity change, negative = inhibition, usual class: inhibitors; note: potency is the fitted concentration of half-maximal effect
Target sequence (P17405 47-631 limits assumed): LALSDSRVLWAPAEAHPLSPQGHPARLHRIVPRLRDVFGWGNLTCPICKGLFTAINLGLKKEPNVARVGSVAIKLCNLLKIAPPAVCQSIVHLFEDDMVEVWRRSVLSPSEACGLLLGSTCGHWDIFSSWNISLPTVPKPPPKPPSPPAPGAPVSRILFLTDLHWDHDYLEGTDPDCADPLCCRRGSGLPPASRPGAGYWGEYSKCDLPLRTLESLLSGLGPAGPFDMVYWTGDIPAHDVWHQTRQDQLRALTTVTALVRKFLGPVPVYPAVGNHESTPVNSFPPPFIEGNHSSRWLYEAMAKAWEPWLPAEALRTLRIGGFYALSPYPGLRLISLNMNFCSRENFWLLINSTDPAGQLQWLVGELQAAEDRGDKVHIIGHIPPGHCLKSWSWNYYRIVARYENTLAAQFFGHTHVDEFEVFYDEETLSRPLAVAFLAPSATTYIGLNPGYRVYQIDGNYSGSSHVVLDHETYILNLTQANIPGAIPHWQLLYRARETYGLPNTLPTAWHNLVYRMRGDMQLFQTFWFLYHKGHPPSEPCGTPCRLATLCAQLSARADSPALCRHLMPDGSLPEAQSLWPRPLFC
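HMU-PC0 cleavage (9 uM final) by human placental ASM, 60 min at 37 °C following 10 min compound exposure at RT; stopped at pH 10, fluorescence Ex 386/Em 447 nm.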
GALK inhibitor – inhibitors of human galactokinase. P51570. Purified GALK, Kinase-Glo residual ATP luminescence. Potency, µM (top dose mostly 57.5 µM), without a hit: at the top dose activity change, negative = inhibition, hits mostly inhibitors. actives 0.007% (n = 270,000); note: potency is the fitted concentration of half-maximal effect; % is set by controls: 0 for no effect and ±100 for the full control effect
Target sequence (P51570 whole entry, looked up): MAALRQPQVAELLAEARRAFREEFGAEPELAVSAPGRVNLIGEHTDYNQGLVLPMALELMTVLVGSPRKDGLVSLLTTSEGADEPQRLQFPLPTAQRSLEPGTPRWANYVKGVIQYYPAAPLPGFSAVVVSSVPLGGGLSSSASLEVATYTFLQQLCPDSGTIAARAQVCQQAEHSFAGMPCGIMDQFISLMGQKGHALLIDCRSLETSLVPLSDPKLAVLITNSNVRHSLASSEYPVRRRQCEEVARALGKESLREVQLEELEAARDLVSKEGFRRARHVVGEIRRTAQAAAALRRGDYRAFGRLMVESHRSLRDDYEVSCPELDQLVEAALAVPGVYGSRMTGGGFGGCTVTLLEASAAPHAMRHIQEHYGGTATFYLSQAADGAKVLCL
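The enzyme phosphorylates galactose (100 uM) using ATP (35 uM); inhibition is detected as higher residual ATP, quantified by bioluminescence after 1 h reaction at room temperature, pH 8.0.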
hERG WT inh – blocks the wildtype human KCNH2 potassium channel; U2OS, BacMam KCNH2, thallium flux FluxOr; active compounds read low; activity change, % at 1.84 µM; AID 720551; actives 0.37% (n = 340,000); Q12809;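 active = maximum activity change below -70%; inconclusive = maximum activity change between -70% and -50%; inactive = maximum activity change above -50%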; note: % is set by controls: 0 for no effect and ±100 for the full control effect
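U2OS cells transduced with wild-type KCNH2 virus are loaded with FluxOr dye for 45 min, and thallium flux is measured in kinetic reads before and after stimulation buffer. Rate constants are normalized to DMSO controls.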
MLL CXXC-DNA inh – blocks binding of human MLL CXXC domain to DNA | actives 0.037% (n = 290,000) | AID 2662 | Q03164 | Potency, µM (series often up to 115 µM), for the others: at the highest dose activity change, negative = inhibition, hits mostly inhibitors | MLL-CXXC / FITC-HOXA9 DNA fluorescence polarization; active = well fitted inhibition curve with a large enough effect in the polarisation, with a control signal flat, not every such curve was filed as active; inconclusive = small, poorly fitted or top-dose-only effect, or effect the other way, or a change in a side signal; inactive = no such curve, though single readings can be large or run the other way; the % refers to the polarisation; note: potency is the fitted concentration of half-maximal effect
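Steps: dispense CXXC domain solution (7 uM) → pin compounds or unlabeled HOX-A9 DNA control → 5 min ambient → add FLSN-HOX-A9 solution (50 nM) → spin → 30 min ambient → fluorescence polarization. Tris pH 7.5/NaCl/DTT/BSA buffer.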
KCNH2 3.1 block – blocks the human KCNH2 3.1 channel isoform; U2OS KCNH2 3.1, thallium flux FluxOr; active compounds read low; activity change, % (tested at about 1.8 µM); actives 0.95% (n = 340,000);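 active = maximum activity change below -70%; inconclusive = maximum activity change from -70% to -50%; inactive = maximum activity change above -50%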;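 note: thallium influx rate constant from kinetic fluorescence after stimulation buffer; % is set by controls: 0 for no effect and ±100 for the full control effect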
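Thallium flux read-out: FluxOr dye with Red40 quencher in HBSS/HEPES, 45 min at RT. Rate constants from kinetic reads were normalized to positive and negative DMSO controls. Cells: U2OS virally expressing the 3.1 isoform.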
AT treatment – potential ataxia-telangiectasia treatment; […] A-T fibroblasts, KAP-1 phosphorylation AlphaLISA; neocarzinostatin DNA damage 30 min before lysis; Potency, µM (top dose mostly 57.5 µM), for the others: at the top dose activation, hits mostly activators; actives 0.19% (n = 320,000); note: potency is the fitted concentration of half-maximal effect; % of control where 0% means no effect; nearly all actives have a fitted effect of over 45% in size
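ATM-like activity read as KAP-1 phosphorylation via AlphaLISA donor/acceptor antibody pairs after lysis and 6 hr at 25C. Cells were ATM-null patient fibroblasts ([…], hTERT), dosed 60 min, then exposed to the DSB inducer NCS for 30 min.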
MBNL1-CUG inh – inhibitors of human MBNL1 binding to CUG repeat RNA; TR-FRET MBNL1-His/biotin-(CUG)12 binding, 665/545 ratio; Potency, µM (highest dose often 57.5 µM), without a hit: top-dose activity change, negative = inhibition, hits mostly inhibitors; actives 0.036% (n = 280,000); AID 2675; active = well fitted inhibition curve with a large enough effect in the signal ratio, with a control signal flat, not every such curve was filed as active; inconclusive = small, poorly fitted or top-dose-only effect, or effect the other way, or a change in a side signal; inactive = no such curve, though single readings can be large or run the other way; the % refers to the signal ratio; note: potency is the fitted concentration of half-maximal effect; % is set by controls: 0 for no effect and ±100 for the full control effect
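His-tagged MBNL1 binding to biotinylated (CUG)12 RNA was measured by TR-FRET using terbium anti-His antibody (0.055 ng/ul final) and streptavidin-XL665 (5 nM final). Compounds were titrated 92 nM to 58 uM; 60 min at room temperature.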
* = called active by the depositor; ? = inconclusive; · = no result given; [ ] = another dose, or the depositor's remark. Unless noted, calls come from the whole dose curve; as a rule, active = well fitted curve in the direction sought with a large enough effect; inconclusive = small, poorly fitted or top-dose-only effect, or another doubt; inactive = no such curve, though single readings can be large; an effect the other way counts as inactive or inconclusive. Random draw from the library; any-hit rate near 2%.

The opening 5 compounds, ahead of the listing:
No.	mol	TRPV1 ag	FBPA coupling cs	a7 integrin act	S-ASM inh	GALK inhibitor
1	Fc1ccccc1Nc1nc(N2CCOCC2)nc(N2CCOCC2)n1	18	4	-7%	3%	5%
2	O=C(CNS(=O)(=O)c1ccccc1)Nc1ccccc1Br	4	·	4%	2%	-2%
3	Cc1ccc(N(Cc2ccc(C(=O)NCCSc3ccccn3)cc2)S(C)(=O)=O)cc1C	8	-1	0%	1%	1%
4	Cc1ccc(S(=O)(=O)NC(=O)COc2ccccc2)cc1	1	11	?	0%	-2%
5	CCOc1ccc(C(C)NC(=O)c2ccccc2F)cc1 (configuration not stated)	5	3	-2%	1%	2%

No.	hERG WT inh	MLL CXXC-DNA inh	KCNH2 3.1 block	AT treatment	MBNL1-CUG inh
1	3	2%	16	5%	-2%
2	-29	16%	·	8%	-2%
3	4	4%	-1	2%	-9%
4	-5	-11%	-20	4%	4%
5	-6	3%	-2	1%	3%

All compounds of this part, previewed entries included:
No.	mol	TRPV1 ag	FBPA coupling cs	a7 integrin act	S-ASM inh	GALK inhibitor
1	Fc1ccccc1Nc1nc(N2CCOCC2)nc(N2CCOCC2)n1	18	4	-7%	3%	5%
2	O=C(CNS(=O)(=O)c1ccccc1)Nc1ccccc1Br	4	·	4%	2%	-2%
3	Cc1ccc(N(Cc2ccc(C(=O)NCCSc3ccccn3)cc2)S(C)(=O)=O)cc1C	8	-1	0%	1%	1%
4	Cc1ccc(S(=O)(=O)NC(=O)COc2ccccc2)cc1	1	11	?	0%	-2%
5	CCOc1ccc(C(C)NC(=O)c2ccccc2F)cc1 (configuration not stated)	5	3	-2%	1%	2%
6	O=C(CSc1nnc(NC(=O)C2CC2)s1)Nc1ccccc1	-1	1	0%	7%	-7%
7	COc1ccc(Cc2nnc(N/N=C/c3ccccc3O)[nH]c2=O)cc1OC	6	-2	11%	2%	·
8	CN(Cc1ccccc1)C(=O)c1ccccc1C(=O)OCC(=O)N(Cc1ccccc1)C(C)(C)C	·	·	-2%	-4%	·
9	CC1=NN(C(=O)Cc2ccc([N+](=O)[O-])cc2)C(O)(C(F)(F)C(F)(F)F)C1 (configuration not stated)	-1	0	11%	0%	-1%
10	CCc1cc2c(NC3CCCC3)ncnc2s1	22	-3	-44%[inhibitor]	-3%	0%
11	O=C1C2C3C=CC(O3)C2C(=O)N1N=Cc1cccc2ccccc12 (configuration not stated)	·	·	0%	-3%	·
12	Cc1ccc2nc(SCC(=O)c3c(N)n(C)c(=O)n(C)c3=O)[nH]c2c1	1	-1	4%	4%	5%

No.	hERG WT inh	MLL CXXC-DNA inh	KCNH2 3.1 block	AT treatment	MBNL1-CUG inh
1	3	2%	16	5%	-2%
2	-29	16%	·	8%	-2%
3	4	4%	-1	2%	-9%
4	-5	-11%	-20	4%	4%
5	-6	3%	-2	1%	3%
6	-3	3%	9	-3%	1%
7	8	17%	7	-7%	6%
8	-10	·	-8	15%	·
9	-9	-1%	5	6%	18%
10	-4	8%	13	9%	-18%
11	-8	·	14	·	·
12	17	28%	10	-6%	-24%

Further records follow:
No.	mol	TRPV1 ag	FBPA coupling cs	a7 integrin act	S-ASM inh	GALK inhibitor
13	COc1ccc(S(=O)Cc2ccc(C(=O)N3CCN(c4cccc(C)c4C)CC3)o2)cc1 (configuration not stated)	6	·	8%	-4%	3%
14	CCc1nn(CCCC(=O)Nc2ccc(C)c(C)c2)c(=O)c2cc3occc3n12	-2	-3	37%	-3%	1%
15	CCOC(=O)C1=NNC(C(=O)c2ccccc2)C1c1ccc(Cl)cc1 (configuration not stated)	26	3	-30%	-7%	4%
16	O=C(c1cccc(NS(=O)(=O)c2cccc(F)c2)c1)N1CCCC1	-2	0	-24%	3%	-3%
17	Cc1cc(C)nc(SCC(=O)NC2=NN=C(c3ccc(Br)cc3)CS2)n1	-1	-2	-62%[inhibitor]	-11%	-2%
18	c1ccc2c3n(nc2c1)CCCCO3	0	·	-19%	-1%	·
19	Nc1nc(-c2cccc(F)c2)cs1	1	-22	-17%	1%	1%
20	O=S(=O)(NCCc1ccccc1)c1ccc(Br)cc1	0	0	-8%	-1%	-4%
21	CC(=O)N1CCC(C(=O)Nc2ccc3c(c2)CCC3)CC1	15	·	-12%	2%	4%
22	OCCn1c(SCCOc2ccccc2)nc2ccccc21	8	3	8%	-3%	1%
23	CN(C1(C)CCS(=O)(=O)C1)S(=O)(=O)c1ccc(F)cc1 (configuration not stated)	-1	-9	-5%	0%	-1%
24	Cc1ccc(NC(=S)N2CCN(Cc3ccc4c(c3)OCO4)CC2)c(C)c1	·	·	4%	0%	·

No.	hERG WT inh	MLL CXXC-DNA inh	KCNH2 3.1 block	AT treatment	MBNL1-CUG inh
13	-4	38%[activator]	6	10%	-3%
14	6	12%	-31	7%	-2%
15	15	-18%	-32	-3%	-5%
16	0	-12%	-1	·	-5%
17	27	15%	-23	-4%	9%
18	-3	·	-3	-8%	·
19	30	2%	0	3%	12%
20	-3	0%	-6	3%	-13%
21	-8	24%	-19	6%	-3%
22	-11	19%	8	2%	0%
23	-9	?	-2	3%	-4%
24	-17	·	9	·	·

Continued.
No.	mol	TRPV1 ag	FBPA coupling cs	a7 integrin act	S-ASM inh	GALK inhibitor
25	COc1cccc(N2CCN(c3nc(-c4ccccc4C)cc(=O)[nH]3)CC2)c1	1	0	0%	-3%	0%
26	NS(=O)(=O)c1ccc(CCNC(=O)c2ccc(=O)[nH]c2)cc1	2	-3	18%	10%	5%
27	COc1ccccc1NC(=O)C(=O)NCCC1CCCCN1S(=O)(=O)c1ccccc1 (configuration not stated)	1	·	-12%	-2%	·
28	COc1cccc(C(=O)NCCS(=O)(=O)N2CCCC2)c1	1	·	-9%	4%	·
29	CCOC(=O)N1CCC(NC(=O)C2CCCCN2S(=O)(=O)c2ccc(F)cc2)CC1 (configuration not stated)	·	1	-3%	3%	0%
30	CCC(CC)COC(=O)C1=C(C)NC(=O)NC1c1ccc2c(c1)OCO2 (configuration not stated)	-1	0	-5%	1%	9%
31	CCNc1c(NS(=O)(=O)c2ccc(F)c(Cl)c2)c(=O)oc2ccccc12	9	1	?	1%	11%
32	CCOc1ccccc1N1CCN(C(=O)c2cc(-c3cc(OC)ccc3OC)nc3ccccc23)CC1	?	·	0%	-2%	-2%
33	COc1ccc(CCCc2nnc(SCC(=O)Nc3nccs3)n2C)cc1C	30	0	12%	2%	-2%
34	Cn1ccnc1C1CCCCN1C(=O)c1cc(COc2ccc(F)cc2Cl)on1 (configuration not stated)	-2	0	-12%	-3%	4%
35	CCOC(=O)N1CCC(NC(=O)CS(=O)(=O)Cc2nc(-c3ccc(OC)cc3)oc2C)CC1	1	·	-15%	-2%	-7%
36	Cc1cccc(C(=O)N[C@H](C(=O)Nc2cccc(S(=O)(=O)N3CCCC3)c2)C(C)C)c1	-1	0	3%	-6%	7%

No.	hERG WT inh	MLL CXXC-DNA inh	KCNH2 3.1 block	AT treatment	MBNL1-CUG inh
25	-9	-3%	3	3%	-5%
26	-25	4%	9	7%	-1%
27	19	·	-7	18%	·
28	-1	·	1	-14%	·
29	-13	2%	-3	2%	-3%
30	-1	-10%	11	6%	-8%
31	18	1%	-3	3%	-5%
32	-3	-6%	?	-3%	7%
33	-4	2%	-4	4%	6%
34	0	6%	-2	-1%	-11%
35	-3	47%[activator]	-21	18%	-1%
36	1	1%	-10	26%	2%

Look-ups from the results shown.
CCOc1ccccc1N1CCN(C(=O)c2cc(-c3cc(OC)ccc3OC)nc3ccccc23)CC1 in MBNL1-CUG inh = 7%
COc1ccccc1NC(=O)C(=O)NCCC1CCCCN1S(=O)(=O)c1ccccc1 (configuration not stated) in S-ASM inh = -2%

Carrying on:
No.	mol	TRPV1 ag	FBPA coupling cs	a7 integrin act	S-ASM inh	GALK inhibitor
37	Cc1ccc2cc(/C=C(\C#N)C(N)=O)c(N3CCCCC3)nc2c1	?	1	-26%	-9%	1%
38	C(#CC1CCCC1)c1ccc2c(c1)COc1c3ccccc3nn1-2	28	3	-12%	-1%	2%
39	CN(CC(=O)Nc1ccccc1Cl)C(=O)c1cccc(S(=O)(=O)N2CCN(Cc3ccccc3)CC2)c1	0	·	4%	3%	·
40	CCOC(=O)c1sc2ncn(C(CC)C(=O)OC)c(=O)c2c1C (configuration not stated)	0	3	-34%	-4%	2%
41	COc1cc2nc(COc3ccc(C#N)cc3)n(CC#N)c(=O)c2cc1OC	2	-1	1%	-2%	0%

No.	hERG WT inh	MLL CXXC-DNA inh	KCNH2 3.1 block	AT treatment	MBNL1-CUG inh
37	-8	1%	16	0%	?
38	-8	8%	0	-23%	-6%
39	2	·	4	2%	·
40	-6	15%	4	22%	-2%
41	-8	2%	-4	4%	1%
